# M1 antag: human CHRM1 antagonism; P11229; CHO-K1 hM1, Fluo-8 calcium fluorescence, ACh EC80 antagonist; inhibition, % at 3 µM; 360,000 tested, 1.3% active; AID 588852;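 active = percent inhibition above its own plate's cutoff, namely the mean of that plate's compound wells plus 3 SD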;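 also: peak over basal fluorescence ratio during 140 s after agonist addition; 0% = ACh EC80 plus DMSO and 100% = DMSO alone without agonist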
# CHRM4 antagonist: blocks acetylcholine activation of human M4 receptor; P08173; CHO-hM4 cells, ACh EC80, Fluo-8 calcium fluorescence; inhibition, % at 3 µM; 360,000 tested, 0.73% active; AID 624125;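 active = inhibition above its plate's cutoff, the mean inhibition of sample wells plus 3 SD, cut at about 27% in these data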;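 also: 0% = acetylcholine EC80 with DMSO and 100% = DMSO without agonist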
# Target sequence (P08173 whole entry, looked up): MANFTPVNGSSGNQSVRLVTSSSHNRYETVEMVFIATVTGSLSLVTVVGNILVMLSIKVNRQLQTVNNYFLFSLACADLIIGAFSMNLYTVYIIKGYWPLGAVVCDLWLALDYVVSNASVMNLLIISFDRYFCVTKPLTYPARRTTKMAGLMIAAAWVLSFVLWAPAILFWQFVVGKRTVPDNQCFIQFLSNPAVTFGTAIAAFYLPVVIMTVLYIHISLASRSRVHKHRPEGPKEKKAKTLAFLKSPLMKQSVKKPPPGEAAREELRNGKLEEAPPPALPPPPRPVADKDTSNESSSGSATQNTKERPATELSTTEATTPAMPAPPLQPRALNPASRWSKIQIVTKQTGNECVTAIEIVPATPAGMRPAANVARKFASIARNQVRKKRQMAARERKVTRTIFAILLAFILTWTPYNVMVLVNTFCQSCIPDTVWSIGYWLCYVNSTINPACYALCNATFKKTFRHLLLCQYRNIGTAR
# M1 PAM: potentiates human M1 receptor response to acetylcholine | P11229 | CHO-K1 hM1, Fluo-8 calcium fluorescence, ACh EC20; 0% = ACh EC20, 100% = maximal ACh | activation, % at 3 µM | 360,000 tested, 0.088% active | AID 588819; in the data active = activation above about 19%, passing the limit was not always enough
# CHRM1 agonist: activates human CHRM1 receptor. 360,000 tested, 0.33% active. P11229. CHO-K1 hM1, Fluo-8 calcium fluorescence, agonist mode; 0% DMSO, 100% acetylcholine EC100. AID 588814. activation, % at 3 µM;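 active = activation above the run's mean compound activation plus 3 SD, cut at about 16% in these data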;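 also: peak over basal fluorescence ratio within a 140 s kinetic read after compound addition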
# CHO-K1 Ca antag: counter-screen for M1 antagonists: effect in parental CHO-K1 cells; inhibition, % at 3 µM; ATP-induced calcium, Fluo-8 fluorescence; 360,000 tested, 0.6% active;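 active = inhibition above a per-plate cutoff, the plate's mean sample inhibition plus 3 SD, cut at about 24% in these data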;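 also: 0% = DMSO plus EC80 ATP and 100% = DMSO alone without ATP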
# OXTR potentiate: potentiators of human oxytocin receptor; P30559; CHO-OTR cells, Fluo-8 calcium fluorescence, potentiator mode; 0% = oxytocin EC15, 100% = EC100; activation, % at 3 µM; 320,000 tested, 0.061% active; AID 2445;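 active = activation above that plate's cutoff, the mean activation of tested compounds plus 3 SD, cut at about 6.6% in these data, passing the limit was not always enough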;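 also: 100% uses oxytocin at 75 nM as the full agonist control; some results filed as inactive read as strong as hits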
# Target sequence (P30559 whole entry, looked up): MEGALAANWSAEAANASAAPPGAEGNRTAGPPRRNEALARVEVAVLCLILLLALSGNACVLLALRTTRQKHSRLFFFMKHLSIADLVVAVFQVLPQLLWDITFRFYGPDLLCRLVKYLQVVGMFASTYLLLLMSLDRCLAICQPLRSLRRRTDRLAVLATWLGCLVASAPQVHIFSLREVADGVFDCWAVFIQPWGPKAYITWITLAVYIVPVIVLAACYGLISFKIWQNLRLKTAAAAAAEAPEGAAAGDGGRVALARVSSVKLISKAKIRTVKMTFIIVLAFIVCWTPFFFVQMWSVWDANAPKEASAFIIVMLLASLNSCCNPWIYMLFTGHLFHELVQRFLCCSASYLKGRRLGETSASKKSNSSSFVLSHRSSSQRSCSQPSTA
#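 Replication – single well per compound, singlicate · Assay system – CHO cell line stably expressing human OTR · Timing – 6 min pre-incubation, 100 s read · Measure – normalized max/min fluorescence ratio, % activation · Doses – 3.0 µM, one dose · Detection – Fluo-8 calcium dye fluorescence · Probe or stimulus – oxytocin near EC15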
# M1 ag parental: M1 agonist counterscreen hit in parental CHO-K1 cells; Fluo-8 calcium fluorescence; scaled to maximal ATP response, vehicle zero; activation, % at 3 µM; 360,000 tested, 0.48% active; in the data active = activation above about 15%;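 also: untransfected CHO-K1 host cells lacking M1 receptor as counterscreen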
# CHO parental Ca: signal in parental CHO cells, OX1R antagonist counter-screen; 330,000 tested, 0.63% active; inhibition, % at 5.6 µM; parental CHO-K1, ATP-induced calcium, Fluo-8 fluorescence;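 active = inhibition above that plate's mean sample inhibition plus 3 SD, cut at about 26% in these data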;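 also: 0% = ATP-challenged DMSO wells and 100% = DMSO wells without ATP; some compounds past the cut are filed as inactive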
#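 test system = CHO parental line | reagent = ATP stimulus | measured by = intracellular calcium via Fluo-8 no-wash fluorescent dye | control set = ATP and no-ATP DMSO wells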
# M4 ag: agonists of human muscarinic M4 receptor (CHRM4); P08173; CHO-K1 hM4/Gqi5, Fluo-8 calcium fluorescence; vehicle 0%, full acetylcholine response 100%; activation, % at 3 µM; 360,000 tested, 0.14% active;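 active = activation above the run mean over all test wells plus 3 SD, cut at about 32% in these data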;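 also: peak over basal fluorescence ratio per well then scaled between controls; 0% = DMSO wells and 100% = acetylcholine at EC100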
# Starred values were filed as active, the others as inactive; x = not tested or not shown. No enrichment for hits; about 2.9% have a hit in one of these screens.
SMILES,M1 antag,CHRM4 antagonist,M1 PAM,CHRM1 agonist,CHO-K1 Ca antag,OXTR potentiate,M1 ag parental,CHO parental Ca,M4 ag
CN(CCc1ccccc1)C(=O)c1ccc(NC(=O)Cc2ccc(NC(=O)C3CCCN(C(=O)CCc4ccccc4)C3)cc2)cc1 (stereo not given),2,5,3,-3,0,x,0.9,x,1
COc1cc(NC(=O)CSc2nc3c(c(=O)[nH]2)CCCC3)cc(OC)c1OC,-5,-3,4,-3,-11,-15,-0.3,-11,-1
CC(C)(C)OC(=O)[C@H](Cc1ccccc1)NC(=O)c1nc[nH]c1C(=O)N[C@@H](CCCCN)C(=O)OC(C)(C)C,-7,5,7,-6,-8,-3,1.6,-4,2
COc1cccc(C2CC(c3ccc(C)cc3)Nc3nc(N)nn32)c1 (stereo not given),-2,-12,1,-2,-5,-6,0.4,-4,2
O=C(CC(c1ccccc1)c1cc(Cl)ccc1O)N1CCCC1 (stereo not given),4,3,-5,-4,-11,-3,12,-30,-1
COc1ccc(-c2nc3ccccc3n2Cc2ccccc2)cc1,12,-11,-9,-5,19,-12,0.8,-25,2
COc1ccc(C(=O)C(CO)Oc2ccccc2OC)cc1OC (stereo not given),-8,0,7,-3,-13,0,0.4,-10,2
Fc1ccc(NC(=S)NNc2ncc(C(F)(F)F)cc2Cl)c(F)c1,8,-7,-6,2,22,-26,9.9,7,17
Cc1nc(NC(=O)c2ccccc2)nc2cc3c(cc12)OCO3,0,4,10,-6,6,2,-0.1,-8,1
C[C@@]12C(=O)Nc3ccc(Br)cc3C(=O)N1[C@H]1c3cc(Br)ccc3OC[C@@H]1[C@@H]2c1ccccc1,10,-1,-1,-4,7,-19,2.3,-8,0
COc1ccc(S(=O)(=O)NC(CC(=O)NCCc2ccc(OC)c(OC)c2)c2ccco2)cc1 (stereo not given),-7,5,5,-4,-9,-14,0.4,-16,0
Cn1c(Cc2c[nH]c3ccccc23)n[nH]c1=S,2,-1,1,-3,8,-8,0.9,-9,2
Clc1ccc(C(c2nnnn2CCc2ccccc2)N2CCSCC2)cc1 (stereo not given),15,19,-7,-3,-14,-21,0.0,-7,-1
COC(=O)c1n[nH]n(-c2cc(Cl)cc(Cl)c2)c1=O,-11,-6,8,-4,13,-1,-0.1,-17,0
CC(=O)c1ccc(S(=O)(=O)N2CCC(C(=O)Nc3ncc(C)s3)CC2)cc1,-4,2,1,1,5,1,-0.1,-12,1
Nc1c(C(=O)N2CCOCC2)sc(=S)n1-c1ccccc1,-12,-9,13,-4,6,-3,7.8,-4,1
CN(C)c1ccc(/C=C2\CCCCC2=O)cc1,5,4,-2,-8,1,-17,0.3,-5,0
CCOC(=O)C(C(=O)OCC)C(c1ccccc1)N1CCN(c2ccccc2)CC1 (stereo not given),2,2,5,-5,-12,x,0.7,x,1
O=C(CSc1ccc(-c2cccnc2)nn1)N1CCCCC1,-10,2,10,-1,-2,3,0.9,2,2
CC1(C)CC(=O)C(C2c3ccccc3Oc3ccccc32)C(=O)C1,2,-4,6,-7,-2,-5,0.9,-9,0
COCc1cc(C)nc(OCC(=O)N/N=C/c2ccccc2O)c1C#N,4,-4,-4,-6,1,-10,0.0,-8,1
COc1ccc(C(C(=O)NCc2ccccc2)N(Cc2ccco2)C(=O)c2snc(C(N)=O)c2N)cc1OC (stereo not given),16,11,-9,0,14,-5,8.0,-6,18
CCCOc1ccc(C(=O)Nc2ccc(N3CCN(C(=O)c4ccco4)CC3)cc2)cc1,-2,-10,2,-2,-2,-1,0.9,-13,3
Cc1cc(C)c[n+](C[n+]2cc(C)cc(C)c2)c1,-9,3,11,-10,-7,-2,0.3,6,0
C=CC[C@H](CC(=O)NCCO)C(=O)N[C@@H](C)COC(=O)[C@@H](CC=C)CC(=O)OC(C)(C)C,6,8,-4,-4,4,4,-0.1,-3,1
CN(C)CCNC(=O)c1c(CSc2ccc(Cl)cc2)noc1C(=O)NCc1ccccc1,-1,4,3,-7,-12,-11,1.2,-17,1
COC(=O)CSc1nnc(C)c(=O)[nH]1,-14,-2,2,-1,-5,2,1.0,-7,0
O=C(O)CSc1ccc2ccccc2n1,12,1,-13,-2,-6,-2,0.1,-10,0
CCC/C(O)=C1\C(=O)CC(C)(C)CC1=Nc1ccc(OC)cc1OC,-23,-5,-2,-4,-12,-2,1.2,-25,-2
CC(=O)c1c(C)[nH]c(C(=O)OCC(=O)N(CC(C)C)C2CCS(=O)(=O)C2)c1C (stereo not given),-12,2,8,-3,-9,x,0.4,x,0
CCc1ccccc1-n1c(SCC(=O)NC)nnc1-c1cccnc1,-7,0,13,-2,-15,-9,1.3,-2,2
COc1ccc(OCC(=O)N2CCN(c3cccc(Cl)c3)CC2)cc1,-11,-3,-2,0,-7,-9,1.5,-6,4
O=C(C1CCN(S(=O)(=O)c2cccs2)CC1)N1CCCCCC1,-3,-3,4,-6,-13,-8,1.3,-3,1
O=[N+]([O-])c1ccc(CNc2ccc(Cl)cc2)s1,-7,5,-5,-6,-1,-10,1.4,2,0
CC(C)(C)c1ccc(C(=O)N2CCC2(C)C(=O)NS(=O)(=O)c2ccc(C#N)cc2)cc1 (stereo not given),-13,-14,11,-2,-5,x,0.4,x,1
Cc1nc2ccccn2c1C(=O)NN=C1C2CC3CC(C2)CC1C3,-2,-9,1,-4,0,-1,-0.1,-14,2
Cc1ccc(S(=O)(=O)Nc2nsc(N)n2)cc1,0,13,3,-4,-3,-4,0.1,-4,0
NC(=O)Nc1ccc(C(=O)OCC(=O)N(Cc2ccccc2)C2CCS(=O)(=O)C2)cc1 (stereo not given),1,3,4,-8,-11,3,0.5,26,0
CCC(C)C(NC(=O)C1CCC(=O)N1C(=O)OCc1ccccc1)C(=O)NC(C(=O)N1CCCC1C(N)=O)C(C)CC (stereo not given),-18,-1,15,-3,-11,-4,1.9,7,1
Cc1ccc(NC(=O)C2CC(=O)Nc3nncn32)cc1 (stereo not given),1,5,1,-7,13,-9,-0.1,-1,1

# Part of the list above in order of count of non-hydrogen atoms, highest first:
SMILES,M1 antag,CHRM4 antagonist,M1 PAM,CHRM1 agonist,CHO-K1 Ca antag,OXTR potentiate,M1 ag parental,CHO parental Ca,M4 ag
CCC(C)C(NC(=O)C1CCC(=O)N1C(=O)OCc1ccccc1)C(=O)NC(C(=O)N1CCCC1C(N)=O)C(C)CC (stereo not given),-18,-1,15,-3,-11,-4,1.9,7,1
CN(C)CCNC(=O)c1c(CSc2ccc(Cl)cc2)noc1C(=O)NCc1ccccc1,-1,4,3,-7,-12,-11,1.2,-17,1
CC(C)(C)c1ccc(C(=O)N2CCC2(C)C(=O)NS(=O)(=O)c2ccc(C#N)cc2)cc1 (stereo not given),-13,-14,11,-2,-5,x,0.4,x,1
CC(=O)c1c(C)[nH]c(C(=O)OCC(=O)N(CC(C)C)C2CCS(=O)(=O)C2)c1C (stereo not given),-12,2,8,-3,-9,x,0.4,x,0
CCC/C(O)=C1\C(=O)CC(C)(C)CC1=Nc1ccc(OC)cc1OC,-23,-5,-2,-4,-12,-2,1.2,-25,-2
Cc1nc2ccccn2c1C(=O)NN=C1C2CC3CC(C2)CC1C3,-2,-9,1,-4,0,-1,-0.1,-14,2
O=C(C1CCN(S(=O)(=O)c2cccs2)CC1)N1CCCCCC1,-3,-3,4,-6,-13,-8,1.3,-3,1
Cc1ccc(NC(=O)C2CC(=O)Nc3nncn32)cc1 (stereo not given),1,5,1,-7,13,-9,-0.1,-1,1
O=[N+]([O-])c1ccc(CNc2ccc(Cl)cc2)s1,-7,5,-5,-6,-1,-10,1.4,2,0
O=C(O)CSc1ccc2ccccc2n1,12,1,-13,-2,-6,-2,0.1,-10,0
COC(=O)CSc1nnc(C)c(=O)[nH]1,-14,-2,2,-1,-5,2,1.0,-7,0

# More structures:
SMILES,M1 antag,CHRM4 antagonist,M1 PAM,CHRM1 agonist,CHO-K1 Ca antag,OXTR potentiate,M1 ag parental,CHO parental Ca,M4 ag
O=C(COc1ccccc1)Nc1ccc(S(=O)(=O)Nc2ncccn2)cc1,3,1,4,-8,10,-16,1.0,9,1
COc1ccccc1NC(=O)CSc1nnc(C2CCCCC2)o1,11,13,1,-2,24*,-20,-0.2,14,1
CN(C)CCCCCN(C)Cc1cc2ccccc2o1,-4,5,4,-5,3,-3,0.0,-10,1
COC(=O)c1ccc(-c2cc3onc(-c4ccccc4)c3c(=O)n2C)cc1,8,-2,-11,-5,-14,-8,1.9,-11,3
COc1ccccc1N1CCN(CCOc2c(OC)cccc2OC)CC1,0,-7,0,-3,-4,-18,0.6,-20,3
Cc1ccc(C(C)NC(=O)C2CCCC2)c(C)c1 (stereo not given),0,-2,-2,-3,-12,-4,0.2,-20,1
Cc1ccc(C(=O)O)cc1N=Cc1cc(Br)cc(Br)c1O,-1,8,-2,-3,-4,-1,0.1,-5,1
CCOc1ncccc1C(=O)Nc1nnc(C(CC)CC)s1,-12,-4,10,0,-12,2,1.7,-25,0
COCCNc1ncnc2c1ncn2[C@H]1CN(Cc2cc(OC)c(OC)c(OC)c2)C[C@@H](CO)O1,13,-1,-10,0,15,x,0.2,x,0
Cn1c2c(c(=O)n(C)c1=O)CS(=O)c1ccccc1N2 (stereo not given),-9,-2,-8,-3,1,x,0.1,x,2

# Part of the list above in a different format:
# Each structure is followed by: M1 antag | CHRM4 antagonist | M1 PAM | CHRM1 agonist | CHO-K1 Ca antag | OXTR potentiate | M1 ag parental | CHO parental Ca | M4 ag
> COCCNc1ncnc2c1ncn2[C@H]1CN(Cc2cc(OC)c(OC)c(OC)c2)C[C@@H](CO)O1
 : 13 | -1 | -10 | 0 | 15 | x | 0.2 | x | 0
> Cn1c2c(c(=O)n(C)c1=O)CS(=O)c1ccccc1N2 (stereo not given)
 : -9 | -2 | -8 | -3 | 1 | x | 0.1 | x | 2

# The results go on.
SMILES,M1 antag,CHRM4 antagonist,M1 PAM,CHRM1 agonist,CHO-K1 Ca antag,OXTR potentiate,M1 ag parental,CHO parental Ca,M4 ag
c1cncc(-c2nc(NCC3COc4ccccc4O3)c3ccccc3n2)c1 (stereo not given),10,-4,-10,-6,18,-7,4.3,-24,14
COc1cc(/C=N\NC(=O)c2cccnc2)ccc1OC(=O)c1ccccc1Cl,1,-1,-1,-3,-9,-8,1.4,-14,4
CC(C)=NOCC(=O)Nn1c(COc2ccccc2)nc2ccccc2c1=O,-8,-4,11,-1,6,-9,-0.1,-13,1
CN1CCN(C(=S)NC(=O)c2ccccc2Cl)CC1,-18,-12,9,-1,-8,-9,1.0,3,0
Cn1c(C(=O)NCCN2CCCCCC2)cc2c(=O)n(C)c3ccccc3c21,-7,-21,1,-12,-2,-3,0.7,-23,1
O=C(c1ccc(-n2c(SCc3cc(F)ccc3F)nc3ccccc3c2=O)cc1)N1CCOCC1,-1,-1,5,-1,5,2,0.2,-6,1
CC1(C)Cc2c(sc(NC(=O)C(C)(C)C)c2C#N)C(C)(C)N1,2,2,3,-5,0,-4,0.0,1,1
CCCCn1c(SCc2cccc([N+](=O)[O-])c2)nc2ccsc2c1=O,5,3,-2,1,2,-8,0.0,-14,1

# Screens: PubChem BioAssay, The Scripps Research Institute Molecular Screening Center
